aSyn rescue = qHTS of alpha-syn Inhibitors | Potency, µM (titrated, usually from 46.1 µM), without a hit: at the top dose growth rescue (activation), actives largely listed as activators | Yeast expressing alpha-synuclein, growth rescue, BacTiter-Glo, 24 h | hit rate 0.14% among 370,000; note: % of control where 0% means no effect; nearly all actives have a fitted effect of over 65% in size
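Screening used galactose-induced yeast with toxic alpha-synuclein levels, exposed to compound for 24 hr at 30 deg C. Cell growth, read with BacTiter-Glo luminescence, gave the measured signal.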
FUS suppressor = qHTS for Suppressors of FUS Proteinopathy: Primary screen using FUS-linked yeast assay; S. cerevisiae FUS-expressing, growth rescue, OD600, 24 h; hit rate 0.24% among 390,000; Potency, µM (highest dose often 76.6 µM), inactives show at the top dose growth rescue (activation), usual class: activators;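 note: plate controls were DMSO vehicle for no effect and reference control for full effect; nearly all actives have a fitted effect of over 55% in size; some results filed as inactive show a strong effect at the top dose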
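Restored growth of FUS-toxic S. cerevisiae, read as 600 nm absorbance after 24 h at 30C in galactose medium (starting OD 0.005). Controls CP55940 and DMSO.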
EPAC1 antagonist = qHTS for Antagonist of cAMP-regulated guanine nucleotide exchange factor 3 (EPAC1): primary screen | Rap guanine nucleotide exchange factor 3 (Homo sapiens), O95398 | EPAC1 GEF assay, Rap1b-BODIPY-GDP exchange fluorescence | Potency, µM (titrated, usually from 115 µM), without a hit: at the highest dose activity change, negative = inhibition, most hits filed as inhibitors | hit rate 0.14% among 360,000 | AID 720709, 2013;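 note: plate controls were vehicle for no effect and positive control for full effect; nearly all actives have a fitted effect of over 50% in size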
EPAC2 antag = qHTS for Antagonist of cAMP-regulated guanine nucleotide exchange factor 2 (EPAC2): primary screen | EPAC2 GEF exchange of Rap1B-BODIPY-GDP, fluorescence | Rap guanine nucleotide exchange factor 4 (Homo sapiens), Q8WZA2 | hit rate 0.18% among 360,000 | Potency, µM (doses to about 114 µM), without a hit: at the highest dose activity, negative = inhibition, most hits filed as inhibitors; note: % is set by controls: 0 for no effect and ±100 for the full control effect; nearly all actives have a fitted effect of over 45% in size; many of its hits are not listed in these tables
TDP-43 yeast inh = qHTS of TDP-43 Inhibitors | Potency, µM (top dose mostly 46.1 µM), inactives show at the highest dose growth rescue (activation), hits mostly activators | TDP-43 expressing yeast growth rescue, BacTiter-Glo, 24 h | hit rate 1.8% among 410,000; note: % of control where 0% means no effect; nearly all actives have a fitted effect of over 50% in size
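Growth rescue of TDP-43-toxic yeast measured as ATP luminescence (BacTiter-Glo). Cells grown to mid-log in raffinose, induced in galactose at OD600=0.02, exposed to compound 24 hr at 30 deg C.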
EPAC1 agonist = qHTS for Agonist of cAMP-regulated guanine nucleotide exchange factor 3 (EPAC1): primary screen. Rap guanine nucleotide exchange factor 3 (Homo sapiens), O95398. Potency, µM (series often up to 154 µM), for inactives: top-dose activation, most hits filed as activators. hit rate 0.073% among 360,000. EPAC1 agonist qHTS, biochemical assay; response scale: 100% = response to 6.5 mM cAMP; note: nearly all actives have a fitted effect of over 60% in size
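Nucleotide exchange by EPAC1 (100 nM) on Rap1B–BODIPY-GDP (250 nM) in the presence of 50 uM GDP is tracked fluorescently at 480/540 nm over 30 min. Signals are normalized to a 6.5 mM cAMP control.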
PTHR1 agonist = qHTS for PTHR1 Agonists: Primary Screen; HEK293 GP2 PTHR1 cells, GloSensor cAMP luminescence, 1 h; Parathyroid hormone/parathyroid hormone-related peptide receptor (Homo sapiens), Q03431; Potency, µM (top dose mostly 115 µM), without a hit: at the highest dose activation, most hits filed as activators; hit rate 0.075% among 410,000; note: nearly all actives have a fitted effect of over 55% in size; some results filed as inactive show a strong effect at the top dose; inactives centre near -15; many of its hits are not listed in these tables
Target sequence (Q03431 whole entry, looked up): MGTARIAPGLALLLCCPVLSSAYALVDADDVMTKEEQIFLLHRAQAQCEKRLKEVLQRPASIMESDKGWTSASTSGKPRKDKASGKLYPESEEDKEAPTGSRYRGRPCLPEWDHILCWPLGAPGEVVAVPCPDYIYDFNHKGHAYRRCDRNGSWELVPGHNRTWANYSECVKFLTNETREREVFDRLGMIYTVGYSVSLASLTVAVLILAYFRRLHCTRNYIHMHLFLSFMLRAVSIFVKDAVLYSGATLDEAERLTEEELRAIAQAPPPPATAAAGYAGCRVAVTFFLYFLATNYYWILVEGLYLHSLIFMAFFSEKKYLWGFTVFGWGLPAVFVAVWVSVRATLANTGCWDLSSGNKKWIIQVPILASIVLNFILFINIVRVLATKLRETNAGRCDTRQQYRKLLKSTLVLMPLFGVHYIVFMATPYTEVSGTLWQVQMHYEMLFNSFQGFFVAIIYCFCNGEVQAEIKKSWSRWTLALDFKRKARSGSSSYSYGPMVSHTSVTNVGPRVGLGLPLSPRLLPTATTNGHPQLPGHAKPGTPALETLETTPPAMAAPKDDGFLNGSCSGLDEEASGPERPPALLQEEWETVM
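HEK-293-derived GP2 cells expressing PTHR1 and a GloSensor cAMP reporter, 3,000/well, plated overnight, given luciferin plus IBMX (each 0.5 mM as added) for 1 h at 37 °C, then compound for 1 h at 37 °C. Luminescence was read after 15 min at room temperature.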
EPAC2 ag = qHTS for Agonist of cAMP-regulated guanine nucleotide exchange factor 4 (EPAC2): primary screen; hit rate 0.079% among 360,000; EPAC2 activation, biochemical qHTS; response scale: 100% = 6.5 mM cAMP response; Potency, µM (highest dose often 154 µM), without a hit: top-dose activation, usual class: activators; AID 720711, 2013; Rap guanine nucleotide exchange factor 4 (Homo sapiens), Q8WZA2; note: nearly all actives have a fitted effect of over 50% in size
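Guanine nucleotide exchange by EPAC2 is measured as reduced fluorescence of BODIPY-GDP once it is released from 250 nM Rap1B. Plates are read kinetically for 30 min at room temperature; results are scaled to 6.5 mM cAMP.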
* marks the source's active call; other numbers are inactive results; i = inactive; ? = inconclusive; nt = not tested or not shown; [ ] = dose if it differs, or a comment. Calls come from the whole dose curve; as a rule, active = well fitted curve in the direction sought with a large enough effect; inconclusive = small, poorly fitted or top-dose-only effect, or another doubt; inactive = no such curve, though single readings can be large; an effect the other way counts as inactive or inconclusive. Potency is the fitted concentration of half-maximal effect. A portion of the library; count on the stated rates, not on these rows.

SMILES	aSyn rescue	FUS suppressor	EPAC1 antagonist	EPAC2 antag	TDP-43 yeast inh	EPAC1 agonist	PTHR1 agonist	EPAC2 ag
C[C@H]1CN([C@@H](C)CO)C(=O)c2cc(Br)cnc2O[C@@H]1CN(C)C(=O)C1CCC1	2%	-11%	11%	-5%	-9%	-7%	29%	-7%
COC(=O)C1CN(C(=O)COc2cc(C)c(Cl)c(C)c2)c2ccccc2O1 (configuration not stated)	7%	33%	-8%	-16%	?	3%	-7%	10%
CN(CCOc1ccccc1)CC(=O)Nc1cccc(Br)c1	1%	-12%	-16%	-20%	-5%	-1%	-54%[inhibitor]	9%
Cc1c(S(=O)(=O)N2CCN(c3ccccc3)CC2)c(=O)n(C)c(=O)n1C	-2%	28%	-8%	-9%	-13%	7%	-6%	2%
COc1ccc2nc(COC(=O)c3ccco3)c(C(C)=O)[n+]([O-])c2c1	3%	1%	2%	-2%	16%	-8%	-32%[inhibitor]	-9%
COc1ccc2nc3n(c(=O)c2c1)-c1ncccc1C(=O)NC3C (configuration not stated)	-1%	-30%	-17%	-7%	2%	14%	-25%	11%
CCN(CC)C(=O)C1=C(C)N(Cc2ccc(C(C)(C)C)cc2)C(=O)C(CC(=O)NCCCN(C)C)C1 (configuration not stated)	11%	0%	4%	2%	29%	-4%	-16%	15%
CC(C)c1ccc(C(O)c2nc3ccccc3n2C)cc1 (configuration not stated)	10%	-18%	-24%	1%	-9%	-3%	-11%	1%
CCOc1cc(/C=C(/NC(C)=O)C(=O)O)cc(Cl)c1OCc1ccc(Br)cc1	-1%	39%	-4%	-16%	9%	4%	-13%	5%
CC1=CC(C)(C)NC(=O)N1c1ccc(C)cc1	1%	-6%	2%	-5%	-3%	4%	i	-3%
O=C(NC1CCCCC1)c1cccc2c1C(=O)c1ccc(N3CCC(Cc4ccccc4)CC3)cc1S2(=O)=O	-2%	12%	59%	31%[activator]	0%	-110%[inhibitor]	-17%	-11%
COc1ccccc1NC(=O)CN1CCN(S(=O)(=O)c2ccc(Br)cc2)CC1	0%	nt	9%	1%	-5%	5%	i	-1%
COC(=O)C(Cc1ccccc1)NC(=O)c1ccc(NS(=O)(=O)c2ccc3[nH]c(=O)[nH]c3c2)cc1 (configuration not stated)	-1%[1.84 µM]	23%	9%	-5%	6%	4%	i	13%
O=C(C(Cl)c1ccccc1)N1CCCC1 (configuration not stated)	-1%	9%	-28%	1%	5%	-5%	i	14%
CC1CCN(S(=O)(=O)N2CCC(C(=O)NCCC3=CCCCC3)CC2)CC1	-5%	-20%	-23%	4%	25%	-6%	-19%	11%
COc1ccc(NC(=O)CC(C)n2ccnc2)cc1 (configuration not stated)	0%	-27%	-21%	3%	-8%	13%	i	6%
CC(C)NC(=O)Nc1ccc2c(c1)C(=O)N([C@H](C)CO)C[C@@H](C)[C@@H](CN(C)C(=O)NC1CCCCC1)O2	-2%	-6%	-5%	-5%	7%	-2%	-17%	-6%
O=C(O)c1ccc(N2CCCCC2)cc1	-6%	19%	7%	14%	-10%	-7%	-1%[57.5 µM]	-9%
NC(=O)CN(c1ccc([N+](=O)[O-])cc1)S(=O)(=O)c1ccccc1	3%	-4%	1%	3%	1%	9%	i	12%
CN/N=C/c1ccc(C#N)cc1	1%	-4%	-14%	0%	0%	9%	i	-1%
O=C1N=C(N2CCN(c3ccccc3)CC2)S/C1=C/c1cccs1	8%	?	8%	3%	?	-1%	-14%	7%
O=C(NCCOc1ccccc1)c1ccc2n[nH]nc2c1	0%[1.84 µM]	20%	-12%	-12%	7%	11%	-8%	3%
c1cnc(Nc2nc(-c3ccc4ccccc4c3)cs2)nc1	-1%	-1%	14%	7%	0%	4%	i	4%
COc1ccc(CNC(=O)CN2C(=O)C(C)N(c3ccc(C)cc3)C2=O)cc1 (configuration not stated)	7%	nt	-4%	6%	3%	-11%	i	1%
O=[N+]([O-])c1ccc(-c2ccc(/C=N/O)o2)cc1	7%	0%	2%	8%	?	-1%	-8%	-1%
COc1ccc(CCNC(=O)C2CCN(S(=O)(=O)N3CC(C)CC(C)C3)CC2)cc1OC (configuration not stated)	3%	10%	20%	7%	-8%	-5%	-22%	4%
COc1ccc(-c2nc(CN3CCN(c4cc(C)nc(C)c4)CC3)c(C)o2)c2ccccc12	6%	5%	-7%	-2%	-8%[9.22 µM]	0%	i	6%
COCCCN(C(C)=O)c1nc(-c2ccccc2)cs1	-5%	27%	8%	20%	0%	8%	i	10%
O=C(Nc1cccc(NC(=O)C2CCCO2)c1)c1ccco1 (configuration not stated)	-5%	-2%	9%	7%	-5%	-12%	i	-3%
COc1ccc(C2C(C#N)C(C#N)N3CCCN23)cc1 (configuration not stated)	0%	?	-9%	-9%	-25%	4%	-15%	8%

Some values from the list.
COc1ccc(NC(=O)CC(C)n2ccnc2)cc1 (configuration not stated) | EPAC1 agonist: 13%
CC1=CC(C)(C)NC(=O)N1c1ccc(C)cc1 | FUS suppressor: -6%

The results go on.
SMILES	aSyn rescue	FUS suppressor	EPAC1 antagonist	EPAC2 antag	TDP-43 yeast inh	EPAC1 agonist	PTHR1 agonist	EPAC2 ag
Clc1ccc(-c2nnc3sc(-c4ccc(Br)o4)nn23)cc1	-4%	nt	?	-26%	4%	-139%[inhibitor]	i	-25%
N/C(=N\OC(=O)Cc1ccc([N+](=O)[O-])cc1)c1ccc([N+](=O)[O-])cc1	-8%	7%	-12%	0%	1%	-1%	-68%[inhibitor]	10%
COc1ccc([N+](=O)[O-])cc1NC(=O)CC(C)c1ccccc1 (configuration not stated)	-1%	17%	-5%	-3%	16µM*	0%	-13%[57.5 µM]	12%
CC(C)(C)n1nnnc1C(c1cccc(C#N)c1)N1CCN2CCCC2C1 (configuration not stated)	0%	-1%	-4%	-3%	-1%	7%	-2%[57.5 µM]	9%
COc1ccc(CN2CCNC(=O)C2CC(=O)NC2CCC2)c(OC)c1 (configuration not stated)	-3%	11%	-22%	-2%	10%	1%	i	0%
CCCCOc1ccc(/C=N/Nc2cc(N3CCOCC3)nc(C)n2)cc1	16%	-11%	-6%	-23%	12%	-8%	-9%	1%
COc1cc2c(cc1O)[C@@H]1Cc3cc(OC)c(OC)cc3C(C2)N1C	-5%	-6%	-7%	13%	3%	5%	i	2%
CC(OC(=O)CCC(=O)c1cccs1)C(=O)Nc1ccc(Cl)cn1 (configuration not stated)	-13%	nt	2%	-4%	-14%	-1%	i	0%
CN(c1ccccc1)S(=O)(=O)c1ccc(NC(=O)COc2ccccc2)cc1	-3%	17%	-6%	-6%	0%	13%	i	20%
O=C1c2cc([N+](=O)[O-])cc3cc([N+](=O)[O-])cc(c23)C(=O)N1c1ccccn1	6%	19%	15%	-18%	-52%[inhibitor]	0%	-80%[inhibitor]	-2%

Grouped by structure: those above containing a furan ring, fused or not
SMILES	aSyn rescue	FUS suppressor	EPAC1 antagonist	EPAC2 antag	TDP-43 yeast inh	EPAC1 agonist	PTHR1 agonist	EPAC2 ag
COc1ccc2nc(COC(=O)c3ccco3)c(C(C)=O)[n+]([O-])c2c1	3%	1%	2%	-2%	16%	-8%	-32%[inhibitor]	-9%
O=[N+]([O-])c1ccc(-c2ccc(/C=N/O)o2)cc1	7%	0%	2%	8%	?	-1%	-8%	-1%
O=C(Nc1cccc(NC(=O)C2CCCO2)c1)c1ccco1 (configuration not stated)	-5%	-2%	9%	7%	-5%	-12%	i	-3%
Clc1ccc(-c2nnc3sc(-c4ccc(Br)o4)nn23)cc1	-4%	nt	?	-26%	4%	-139%[inhibitor]	i	-25%

Other records:
SMILES	aSyn rescue	FUS suppressor	EPAC1 antagonist	EPAC2 antag	TDP-43 yeast inh	EPAC1 agonist	PTHR1 agonist	EPAC2 ag
COc1ccc(C(=O)Nc2ccc(Cn3ccnc3)cc2)cc1OC	3%	0%	-13%	13%	-5%	-2%	-7%	4%
Cn1cccc1Cc1nnc(SCC(=O)Nc2nccs2)n1CCc1ccccc1	-1%	?	-11%	-5%	-6%	-8%	-25%	6%
O=C(CN(Cc1ccccc1Cl)C(=O)CNS(=O)(=O)c1ccc(F)cc1)NCC1CCCO1 (configuration not stated)	-3%	1%	-18%	16%	-23%	-4%	-2%	10%
Cc1cccc(Oc2ccccc2NC(=O)CN2C(=O)NC3(CCCC3)C2=O)c1	-2%	20%	-11%	-8%	-16%	0%	-1%	11%
COc1ccc(NC(=S)NCCCCCC(=O)C[N+](=O)[O-])cc1	?	25%	10%	2%	?	-6%	i	2%
Cc1ccc(-c2noc(CCC(=O)N3CCN(c4cc(C)ccc4C)CC3)n2)cc1	4%	31%	?	-14%	24%	-10%	-35%[inhibitor]	4%
COc1ccc(OC)c(NC(=S)NCCSc2ccc(C)cc2)c1	?	nt	-5%	-2%	0%	6%	i	12%
Cc1cccc(Nc2c(O)nc[nH]c2=O)c1	0%	-15%	-20%	16%	-11%	-1%	-1%	6%
COc1ccc(C(=O)NC2CC2)cc1OC1CCN(Cc2ccc(F)cc2)CC1	-4%	nt	4%	-13%	17%	2%	-16%	9%
O=C(c1cccc(Br)c1)c1coc2ccc(O)cc12	-3%	2%	-5%	-2%	-2%	-6%	-50%[inhibitor]	13%
Cc1cc(C(=O)Nc2ccc(F)c(Cl)c2)on1	6%	-11%	-29%	4%	10%	-12%	-11%	2%
Cc1ccc(C)c(N2CCN(C(=O)C3CCC3)CC2)c1	-4%	21%	-13%	-11%	19%	0%	-4%	11%
COc1ccc(-c2cn3cccnc3n2)cc1NS(=O)(=O)c1ccccc1	5%	4%	-10%	-1%	-5%[9.22 µM]	-2%	i	2%
Oc1cc(CNCc2ccccc2)c(O)cc1CNCc1ccccc1	0%	27%	-29%	-1%	-10%	-4%	-4%	-4%
CCNC(=O)C1CCCN(C(=O)c2ccc3snnc3c2)CC1 (configuration not stated)	0%	-10%	0%	-4%	15%	10%	-20%	0%
CCOC(=O)CSc1nc2cc(C(=O)OC)ccc2c(=O)n1CCN1CCOCC1	0%	18%	-3%	0%[57.1 µM]	-14%	1%	i	11%
O=C(O)C(F)(F)S(=O)(=O)O	7%	-12%	-8%	0%	3%	2%	i	3%

From PubChem
